Assay outcomes from PubChem BioAssay.
NSD2 inh – inhibitors of human NSD2, primary screen, biochemical, plate reader, single point. Histone-lysine N-methyltransferase NSD2 (Homo sapiens), O96028. NSD2-SET H3K36me1 DELFIA fluorescence. inhibition, % at 12.5 µM. actives 0.07% (n = 44,000); in the data active means inhibition above about 54%, passing the limit was not always enough;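 further: inhibitors reduce the monomethyl H3K36 fluorescence signal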
Target sequence (O96028 whole entry, looked up): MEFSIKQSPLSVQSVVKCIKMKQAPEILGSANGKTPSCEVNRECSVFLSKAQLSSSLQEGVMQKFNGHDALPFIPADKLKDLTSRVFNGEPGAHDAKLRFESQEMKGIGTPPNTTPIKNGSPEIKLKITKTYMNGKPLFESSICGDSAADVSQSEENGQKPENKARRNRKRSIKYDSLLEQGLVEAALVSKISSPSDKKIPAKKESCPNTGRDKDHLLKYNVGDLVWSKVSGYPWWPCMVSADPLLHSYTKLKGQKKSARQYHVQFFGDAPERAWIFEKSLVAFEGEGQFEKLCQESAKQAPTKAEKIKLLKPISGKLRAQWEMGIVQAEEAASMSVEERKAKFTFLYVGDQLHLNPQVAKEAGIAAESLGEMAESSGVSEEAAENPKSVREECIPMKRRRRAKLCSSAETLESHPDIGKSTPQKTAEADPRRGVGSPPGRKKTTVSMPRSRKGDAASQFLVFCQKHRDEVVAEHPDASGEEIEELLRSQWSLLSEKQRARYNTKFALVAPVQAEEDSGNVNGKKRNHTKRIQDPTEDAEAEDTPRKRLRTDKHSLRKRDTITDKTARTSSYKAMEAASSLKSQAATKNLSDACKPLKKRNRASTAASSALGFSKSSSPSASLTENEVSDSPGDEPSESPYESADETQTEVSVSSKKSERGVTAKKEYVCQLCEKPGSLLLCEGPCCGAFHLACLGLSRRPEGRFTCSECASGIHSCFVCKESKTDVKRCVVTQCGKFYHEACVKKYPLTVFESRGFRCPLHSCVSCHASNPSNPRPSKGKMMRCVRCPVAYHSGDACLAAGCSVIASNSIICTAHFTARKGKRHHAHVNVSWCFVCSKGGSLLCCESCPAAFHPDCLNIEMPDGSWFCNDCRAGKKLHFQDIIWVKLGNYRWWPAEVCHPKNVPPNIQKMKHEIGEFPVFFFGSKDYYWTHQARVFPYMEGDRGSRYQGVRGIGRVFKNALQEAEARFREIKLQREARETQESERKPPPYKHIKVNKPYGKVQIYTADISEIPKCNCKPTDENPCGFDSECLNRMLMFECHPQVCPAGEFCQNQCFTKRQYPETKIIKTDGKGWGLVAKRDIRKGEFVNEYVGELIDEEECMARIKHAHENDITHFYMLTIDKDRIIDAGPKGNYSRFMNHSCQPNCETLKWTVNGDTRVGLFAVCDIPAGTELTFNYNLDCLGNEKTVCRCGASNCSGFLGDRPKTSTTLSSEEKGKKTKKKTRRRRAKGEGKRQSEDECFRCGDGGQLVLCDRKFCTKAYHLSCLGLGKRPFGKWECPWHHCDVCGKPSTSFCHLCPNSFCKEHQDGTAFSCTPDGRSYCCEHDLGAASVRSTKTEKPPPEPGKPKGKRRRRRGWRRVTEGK
* hit, by the source's call. Some of the compounds tested, so the mix of outcomes need not match the whole.

SMILES	NSD2 inh
C[C@H](CO)N1C[C@H](C)[C@H](CN(C)CC2CC2)Oc2cc(-c3ccc(F)cc3)ccc2S1(=O)=O	10
C[C@@H]1CN([C@H](C)CO)C(=O)c2cccc(NC(=O)NC3CCCCC3)c2O[C@@H]1CN(C)S(=O)(=O)c1ccccc1	1
C[C@@H]1CN([C@@H](C)CO)C(=O)c2cc(C#CC3CC3)cnc2O[C@@H]1CN(C)C(=O)c1ccccc1	0
CCCNC(=O)C[C@H]1C[C@H]2c3cc(NC(=O)Nc4ccccc4F)ccc3O[C@H]2[C@@H](CO)O1	3
C[C@@H]1CN([C@@H](C)CO)C(=O)Cc2cc(NS(=O)(=O)c3cn(C)cn3)ccc2O[C@H]1CN(C)C	-3
C[C@@H]1CN([C@@H](C)CO)C(=O)Cc2cc(NC(=O)NC3CCCCC3)ccc2O[C@@H]1CN(C)C(=O)Nc1ccc(F)cc1	1
C[C@H]1CN([C@@H](C)CO)S(=O)(=O)c2ccc(-c3cncnc3)cc2O[C@H]1CN(C)C(=O)C1CCC1	0
CC(=O)N(C)C[C@@H]1Oc2ncc(C#Cc3cccnc3)cc2C(=O)N([C@@H](C)CO)C[C@H]1C	-1
Cc1noc(C)c1NC(=O)N(C)C[C@@H]1Oc2ccc(NC(=O)CCCCCC(=O)Nc3ccccc3N)cc2C(=O)N([C@H](C)CO)C[C@@H]1C	1
C[C@@H]1CN([C@H](C)CO)C(=O)Cc2cc(NC(=O)CCCCCC(=O)Nc3ccccc3N)ccc2O[C@H]1CN(C)S(=O)(=O)c1cn(C)cn1	-7
O=C(N[C@@H]1C[C@H]2CC[C@@H]1C2)c1ccc(CSc2ccccc2)cc1	-8
COc1ccc(S(=O)(=O)N(C)C[C@H]2Oc3ccc(NC(=O)Cc4ccccc4)cc3C(=O)N([C@@H](C)CO)C[C@H]2C)cc1	-2
CCCCOc1ccc(OCCCN2CCOCC2)cc1	0
C[C@H]1CN([C@@H](C)CO)C(=O)c2cc(-c3ccc(C(=O)N(C)C)cc3)cnc2O[C@H]1CN(C)C(=O)C1CC1	5
COc1ccc(/C=N/NC(=O)CCCCC(=O)NO)cc1	1
COC(=O)CCCCCCC(=O)N/N=C/c1ccc(OCCO)cc1	-4
Cc1noc(C)c1S(=O)(=O)N(C)C[C@@H]1OCCCC[C@@H](C)Oc2ccc(NC(=O)Nc3ccccc3)cc2C(=O)N([C@H](C)CO)C[C@H]1C	1
C[C@H](CO)N1C[C@H](C)[C@H](CN(C)S(=O)(=O)c2ccc(F)cc2)Oc2ccc(NC(=O)C3CCCCC3)cc2C1=O	-5
Cc1noc(C)c1S(=O)(=O)Nc1ccc2c(c1)C(=O)N([C@@H](C)CO)C[C@H](C)[C@@H](CN(C)C(=O)Nc1ccc(C(F)(F)F)cc1)OCCCC[C@@H](C)O2	-3
C[C@@H]1CN([C@@H](C)CO)S(=O)(=O)c2ccc(/C=C/c3ccccc3)cc2O[C@@H]1CN(C)C(=O)C1CC1	3
CC(=O)N(C)C[C@H]1Oc2cc(C#CC3CCCCC3)ccc2S(=O)(=O)N([C@H](C)CO)C[C@@H]1C	1
C[C@@H]1CN([C@H](C)CO)C(=O)Cc2cc(NC(=O)Nc3ccc(C(F)(F)F)cc3)ccc2O[C@H]1CN(C)CC1CC1	-1
C[C@@H]1CCCCO[C@@H](CN(C)CC2CCCCC2)[C@H](C)CN([C@H](C)CO)C(=O)c2cc(NS(=O)(=O)c3ccc(Cl)cc3)ccc2O1	3
C[C@@H]1CN([C@@H](C)CO)C(=O)c2cccc(NC(=O)Nc3ccc(F)cc3)c2O[C@@H]1CN(C)Cc1ccc(C(F)(F)F)cc1	-16
Cc1noc(C)c1NC(=O)N(C)C[C@H]1Oc2ccc(NS(=O)(=O)c3cccs3)cc2C(=O)N([C@@H](C)CO)C[C@H]1C	3

Reprinted from the part before: 4 entries, then new ones.
SMILES	NSD2 inh
C[C@@H]1CN([C@H](C)CO)C(=O)Cc2cc(NC(=O)Nc3ccc(C(F)(F)F)cc3)ccc2O[C@H]1CN(C)CC1CC1	-1
C[C@@H]1CCCCO[C@@H](CN(C)CC2CCCCC2)[C@H](C)CN([C@H](C)CO)C(=O)c2cc(NS(=O)(=O)c3ccc(Cl)cc3)ccc2O1	3
C[C@@H]1CN([C@@H](C)CO)C(=O)c2cccc(NC(=O)Nc3ccc(F)cc3)c2O[C@@H]1CN(C)Cc1ccc(C(F)(F)F)cc1	-16
Cc1noc(C)c1NC(=O)N(C)C[C@H]1Oc2ccc(NS(=O)(=O)c3cccs3)cc2C(=O)N([C@@H](C)CO)C[C@H]1C	3
C[C@H]1CN([C@@H](C)CO)C(=O)c2cc(-c3cccc(C(=O)N(C)C)c3)cnc2O[C@H]1CN(C)S(=O)(=O)c1ccc(F)cc1	-3
C[C@@H]1CN([C@H](C)CO)C(=O)c2cc(-c3ccncc3)cnc2O[C@@H]1CN(C)C(=O)CN1CCOCC1	1
C[C@H](CO)N1C[C@H](C)[C@@H](CN(C)C(=O)Nc2ccc(F)cc2)Oc2ccc(NC(=O)Nc3ccc4c(c3)OCO4)cc2C1=O	4
COc1ccc(NC(=O)N(C)C[C@@H]2Oc3ccc(NC(=O)Nc4ccc5c(c4)OCO5)cc3CC(=O)N([C@@H](C)CO)C[C@@H]2C)cc1	2
CNC[C@@H]1Oc2ncc(Br)cc2C(=O)N([C@@H](C)CO)C[C@H]1C	1
C[C@H](CO)N1C[C@H](C)[C@H](CN(C)C(=O)Nc2ccc(C(F)(F)F)cc2)Oc2ccc(NC(=O)CCCCCC(=O)Nc3ccccc3N)cc2CC1=O	0
CC(C)NC(=O)Nc1ccc2c(c1)C(=O)N([C@H](C)CO)C[C@@H](C)[C@@H](CN(C)Cc1ccc(C(=O)O)cc1)O2	-7
Cn1c(=O)c2c(nc(Sc3nnc(N)s3)n2C)n(C)c1=O	0
C/C=C/c1cnc2c(c1)C(=O)N([C@H](C)CO)C[C@@H](C)[C@H](CN(C)Cc1ccncc1)O2	21
COc1cccc(S(=O)(=O)N(C)C[C@H]2Oc3cc(C#CCN(C)C)ccc3S(=O)(=O)N([C@H](C)CO)C[C@H]2C)c1	1
COc1cccc(-c2ccc3c(c2)O[C@H](CN(C)C(C)=O)[C@H](C)CN([C@@H](C)CO)S3(=O)=O)c1	-5
C[C@@H]1CN([C@H](C)CO)C(=O)Cc2cc(NC(=O)CCC(F)(F)F)ccc2O[C@@H]1CN(C)CC1CCCCC1	-3
CCCC#Cc1ccc2c(c1)O[C@@H](CN(C)C(=O)CC1CC1)[C@H](C)CN([C@H](C)CO)S2(=O)=O	2
C[C@@H]1CN([C@@H](C)CO)C(=O)c2cccc(NC(=O)c3ccc(-c4nccs4)cc3)c2O[C@@H]1CN(C)C(=O)Nc1ccccc1	-1
CC1(OC(=O)/C=C/c2ccccc2)CC(O)C2C=COC(OC3OC(CO)C(O)C(O)C3O)C21 (stereo not drawn)	15
C[C@@H]1CN([C@H](C)CO)C(=O)Cc2cc(N(C)C)ccc2O[C@@H]1CN(C)Cc1ccc(Oc2ccccc2)cc1	-3
C[C@@H]1CN([C@@H](C)CO)C(=O)Cc2cc(NS(=O)(=O)c3ccc(Cl)cc3)ccc2O[C@H]1CN(C)Cc1ccc(C(F)(F)F)cc1	-12
CC(C)NC(=O)N(C)C[C@H]1Oc2ccc(NS(=O)(=O)c3ccc(F)cc3)cc2C(=O)N([C@@H](C)CO)C[C@@H]1C	6
C[C@H](CO)N1C[C@H](C)[C@H](CN(C)C(=O)NC2CCCCC2)Oc2c(NC(=O)Nc3cccc4ccccc34)cccc2C1=O	-10
C[C@@H]1CN([C@H](C)CO)C(=O)c2cc(NC(=O)Cc3ccccc3)ccc2O[C@H]1CN(C)C(=O)Nc1ccc2c(c1)OCO2	3
COc1ccc(NC(=O)Nc2ccc3c(c2)C(=O)N([C@H](C)CO)C[C@@H](C)[C@@H](CN(C)C(=O)Nc2ccc(OC)cc2)O3)cc1	0
CCC(=O)N(C)C[C@@H]1Oc2ncc(C3=CCCC3)cc2C(=O)N([C@H](C)CO)C[C@@H]1C	-2
CC(C)NC(=O)Nc1ccc2c(c1)CC(=O)N([C@@H](C)CO)C[C@@H](C)[C@@H](CN(C)C(=O)Nc1ccccc1)O2	-1
Cc1noc(C)c1NC(=O)Nc1cccc2c1O[C@@H](CN(C)Cc1ccc(Oc3ccccc3)cc1)[C@@H](C)CN([C@@H](C)CO)C2=O	1
CC(C)CC#Cc1ccc2c(c1)O[C@@H](CN(C)C(=O)c1ccncc1)[C@H](C)CN([C@H](C)CO)S2(=O)=O	5

Filtered by structure: the entries above with an aryl thioether with sulfur outside any ring (two)
SMILES	NSD2 inh
O=C(N[C@@H]1C[C@H]2CC[C@@H]1C2)c1ccc(CSc2ccccc2)cc1	-8
Cn1c(=O)c2c(nc(Sc3nnc(N)s3)n2C)n(C)c1=O	0

Some of the entries above in another layout.
Structure | NSD2 inh
C[C@@H]1CN([C@H](C)CO)C(=O)c2cc(NC(=O)Cc3ccccc3)ccc2O[C@H]1CN(C)C(=O)Nc1ccc2c(c1)OCO2 | 3
COc1ccc(NC(=O)Nc2ccc3c(c2)C(=O)N([C@H](C)CO)C[C@@H](C)[C@@H](CN(C)C(=O)Nc2ccc(OC)cc2)O3)cc1 | 0

Other compounds
SMILES	NSD2 inh
C[C@@H]1CN([C@@H](C)CO)C(=O)c2cc(C#CC3(O)CCCC3)cnc2O[C@H]1CN(C)S(=O)(=O)c1ccccc1	0
C/C=C/c1ccc2c(c1)O[C@H](CN(C)Cc1ccccc1F)[C@@H](C)CN([C@H](C)CO)S2(=O)=O	9
COc1cccc(NC(=O)N[C@H]2C=C[C@@H](CC(=O)NCc3ccncn3)O[C@@H]2CO)c1	0
C[C@@H]1CN([C@@H](C)CO)C(=O)c2cc(NS(=O)(=O)c3ccc(F)cc3)ccc2O[C@@H]1CN(C)C(=O)Nc1cccc2ccccc12	-1
C[C@@H]1CCCCO[C@@H](CN(C)C(=O)Nc2ccc(F)cc2)[C@H](C)CN([C@@H](C)CO)C(=O)c2cc(NC(=O)Cc3ccccc3)ccc2O1	-3
Cc1ccc(-c2ccc3c(c2)O[C@H](CN(C)Cc2cccnc2)[C@H](C)CN([C@@H](C)CO)S3(=O)=O)cc1	-1
COc1ccc(S(=O)(=O)Nc2ccc3c(c2)C(=O)N([C@@H](C)CO)C[C@@H](C)[C@H](CN(C)C(=O)Nc2cccc4ccccc24)OCCCC[C@@H](C)O3)cc1	0
C[C@@H]1CCCCO[C@@H](CN(C)C(=O)c2ccncc2)[C@H](C)CN([C@@H](C)CO)C(=O)c2cc(NC(=O)C3CCCCC3)ccc2O1	-5
COCC(=O)N(C)C[C@@H]1Oc2cc(C#C[C@H](C)O)ccc2S(=O)(=O)N([C@@H](C)CO)C[C@@H]1C	-5
C[C@H]1CCCCO[C@@H](CN(C)C(=O)Nc2cccc3ccccc23)[C@@H](C)CN([C@@H](C)CO)C(=O)c2cc(NS(=O)(=O)c3ccc(F)cc3)ccc2O1	24
C[C@@H]1CN([C@@H](C)CO)C(=O)Cc2cc(NC(=O)Nc3ccc4c(c3)OCO4)ccc2O[C@@H]1CN(C)Cc1ccncc1	11
C[C@@H]1CN([C@H](C)CO)S(=O)(=O)c2ccc(-c3cccc(F)c3)cc2O[C@@H]1CN(C)S(=O)(=O)c1ccccc1	3
C[C@H](CO)N1C[C@H](C)[C@@H](CN(C)C(=O)Nc2ccc(C(F)(F)F)cc2)Oc2ccc(NC(=O)NC3CCCCC3)cc2CC1=O	-4
CN1CCN(C(=O)C[C@H]2C[C@H]3c4cc(NC(=O)Nc5ccc(F)cc5)ccc4O[C@H]3[C@@H](CO)O2)CC1	3
Cc1noc(C)c1NC(=O)N(C)C[C@@H]1Oc2c(NS(=O)(=O)c3cn(C)cn3)cccc2C(=O)N([C@H](C)CO)C[C@H]1C	0
CCCC#Cc1ccc2c(c1)O[C@@H](CN(C)S(=O)(=O)c1cccc(F)c1)[C@@H](C)CN([C@H](C)CO)S2(=O)=O	-10
C[C@@H]1CN([C@H](C)CO)C(=O)c2cc(NC(=O)CCCN(C)C)ccc2O[C@@H]1CN(C)Cc1ccc(-c2ccccc2)cc1	9
COc1ccc(S(=O)(=O)Nc2ccc3c(c2)C(=O)N([C@H](C)CO)C[C@H](C)[C@H](CN(C)S(=O)(=O)c2ccc(F)cc2)OCCCC[C@H](C)O3)cc1	0
COc1ccc(NC(=O)N(C)C[C@H]2Oc3ccc(NS(=O)(=O)c4ccc(Cl)cc4)cc3C(=O)N([C@@H](C)CO)C[C@H]2C)cc1	2
COc1cccc(NC(=O)N(C)C[C@H]2Oc3ncc(C#Cc4ccc(F)cc4)cc3C(=O)N([C@H](C)CO)C[C@@H]2C)c1	0
Cc1ccc(-c2ccc3c(c2)O[C@H](CN(C)C(=O)NC(C)C)[C@@H](C)CN([C@H](C)CO)S3(=O)=O)cc1	0
COc1ccc(S(=O)(=O)Nc2ccc3c(c2)C(=O)N([C@H](C)CO)C[C@@H](C)[C@@H](CN(C)Cc2ccncc2)O3)cc1	-1
COCC#Cc1cnc2c(c1)C(=O)N([C@@H](C)CO)C[C@H](C)[C@H](CN(C)C(=O)C1CCC1)O2	-4
C[C@@H]1CN([C@@H](C)CO)C(=O)c2cc(NC(=O)Nc3ccccc3)ccc2O[C@@H]1CN(C)C(=O)NC1CCCCC1	-4
C[C@H](CO)N1C[C@H](C)[C@@H](CN(C)Cc2ccc(C(=O)O)cc2)Oc2ncc(-c3ccc(F)cc3)cc2C1=O	3
Cc1nc(S(=O)(=O)N[C@H]2CCN(Cc3ccc(OCCO)cc3)C2)cn1C	-3
COc1ccc(NC(=O)N(C)C[C@@H]2Oc3ccc(NC(=O)Nc4c(C)noc4C)cc3C(=O)N([C@@H](C)CO)C[C@@H]2C)cc1	-14
CCC(=O)N(C)C[C@H]1Oc2ncc(-c3ccccc3F)cc2C(=O)N([C@H](C)CO)C[C@@H]1C	3
C[C@H]1CN([C@@H](C)CO)C(=O)c2cc(NS(=O)(=O)c3cn(C)cn3)ccc2O[C@@H]1CN(C)Cc1ccccc1	0
